AmpC inh no detg: inhibitors of E. coli AmpC beta-lactamase without detergent. P00811. AmpC nitrocefin hydrolysis, absorbance 480 nm, 0.0001% Triton. Potency, µM (highest dose often 57.1 µM), without a hit: top-dose activity change, negative = inhibition, hits mostly inhibitors. hit rate 0.52% among 330,000;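 note: potency is the fitted concentration of half-maximal effect; plate controls were no compound for no effect and no enzyme for full effect; nearly all actives have a fitted effect of over 20% in size; some results filed as inactive show a strong effect at the top dose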
Target sequence (P00811 whole entry, looked up): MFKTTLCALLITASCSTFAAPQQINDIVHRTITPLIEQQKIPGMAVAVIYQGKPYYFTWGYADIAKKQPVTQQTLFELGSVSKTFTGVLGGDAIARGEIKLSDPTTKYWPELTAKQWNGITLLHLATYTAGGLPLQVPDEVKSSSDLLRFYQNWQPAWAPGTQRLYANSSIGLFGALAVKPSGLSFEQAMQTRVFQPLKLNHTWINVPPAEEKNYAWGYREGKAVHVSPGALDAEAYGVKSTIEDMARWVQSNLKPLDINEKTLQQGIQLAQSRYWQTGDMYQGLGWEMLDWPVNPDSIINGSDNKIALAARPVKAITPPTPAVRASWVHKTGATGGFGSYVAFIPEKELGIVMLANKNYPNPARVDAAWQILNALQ
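20 mM phosphate pH 7.0 + 0.01% (detergent screen) or 0.0001% Triton X-100; 5.3 nM AmpC reagent; cpd preinc 15 min RT; nitrocefin (800 uM stock) to start; A480 q20 s × 4 min; Activity was normalised to no-enzyme and no-compound control wells.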
LmPK inh: LmPK (Leishmania mexicana) enzyme inhibition; purified LmPK, Kinase-Glo ATP luminescence, 1 h; Q27686; Potency, µM (series often up to 57.5 µM), for inactives: top-dose activity change, negative = inhibition, actives largely listed as inhibitors; hit rate 0.37% among 290,000; note: potency is the fitted concentration of half-maximal effect; % is set by controls: 0 for no effect and ±100 for the full control effect
Target sequence (Q27686 whole entry, looked up): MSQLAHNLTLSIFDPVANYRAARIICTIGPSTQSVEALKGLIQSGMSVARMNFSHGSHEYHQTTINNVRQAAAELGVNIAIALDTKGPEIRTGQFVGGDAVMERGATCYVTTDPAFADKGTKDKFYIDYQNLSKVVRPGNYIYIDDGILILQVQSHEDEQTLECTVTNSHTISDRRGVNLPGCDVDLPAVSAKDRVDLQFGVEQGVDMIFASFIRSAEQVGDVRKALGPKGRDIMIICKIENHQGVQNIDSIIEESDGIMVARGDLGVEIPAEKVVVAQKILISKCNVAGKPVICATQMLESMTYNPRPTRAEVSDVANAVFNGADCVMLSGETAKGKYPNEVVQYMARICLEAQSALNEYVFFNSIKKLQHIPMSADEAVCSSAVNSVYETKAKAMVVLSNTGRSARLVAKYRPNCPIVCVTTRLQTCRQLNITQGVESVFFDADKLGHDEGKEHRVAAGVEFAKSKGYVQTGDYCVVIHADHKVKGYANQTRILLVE
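Screened at intermediate enzyme activity to detect both inhibitors and activators: LmPK at 0.1 nM, with a 0.5 nM enzyme column as activation reference. PEP 0.5 mM, ADP 0.1 mM; ATP detected by luminescence after 1 h.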
CHX counter: affects cycloheximide protein synthesis inhibition readout, counter-screen; cell reporter, cycloheximide protein synthesis inhibition counterscreen; max response, %; hit rate 12% among 300,000; in the data active = max response mostly above about 13%, no sharp cut-off; inactive = mostly below about 14%; note: read at 38.3 µM for the half of the compounds with a filed dose; 0% is about no effect
Shiga toxin inh: Shiga toxin inhibition; Vero cells, Shiga toxin protein synthesis inhibition reporter; inhibition, % at 38.7 µM; hit rate 9.2% among 290,000; AID 2315; in the data active = inhibition mostly above about 28%, no sharp cut-off; inactive = mostly below about 43%; note: 0% is about no effect
Pf growth 96h: P. falciparum growth inhibition at 96 hour, primary screen for plastid delayed-death inhibitors; AID 504834; Potency, µM (doses to about 28.7 µM), inactives show at the highest dose activity change, negative = inhibition, hits mostly inhibitors; hit rate 6.9% among 320,000; P. falciparum luciferase reporter growth, 96 h; note: potency is the fitted concentration of half-maximal effect; % is set by controls: 0 for no effect and ±100 for the full control effect
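Two-generation exposure (96 h) targets delayed-death phenotype. Reporter parasites carrying integrated firefly luciferase, in red cells at 2% hematocrit and 0.05% parasitemia final, kept at 37 C, 5% CO2; luminescence loss indicates inhibition.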
Pf growth 48h: inhibits P. falciparum growth in the first generation, 48 h | hit rate 5.9% among 310,000 | P. falciparum luciferase growth in erythrocytes, 48 h | Potency, µM (titrated, usually from 28.7 µM), for the others: at the top dose activity change, negative = inhibition, actives largely listed as inhibitors | AID 504832; note: potency is the fitted concentration of half-maximal effect; % is set by controls: 0 for no effect and ±100 for the full control effect
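Read-out is firefly luciferase luminescence from an integrated reporter in P. falciparum, so falling signal marks reduced parasite growth. Infected erythrocytes were at 2% hematocrit and 0.1% parasitemia (final) in Albumax-supplemented RPMI 1640.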
TbPYK inhibitor: blocks Trypanosoma brucei pyruvate kinase. TbPYK enzyme, Kinase-Glo Plus ATP luminescence, 45 min. Potency, µM (titrated, usually from 76.8 µM), for inactives: at the highest dose activity, negative = inhibition, actives largely listed as inhibitors. hit rate 0.12% among 410,000. AID 624173; note: potency is the fitted concentration of half-maximal effect; % is set by controls: 0 for no effect and ±100 for the full control effect; nearly all actives have a fitted effect of over 50% in size
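Luminescent Kinase-Glo Plus end-point after 45 min room-temperature reaction of T. brucei pyruvate kinase started with 130 uM ADP (final). Buffer TEA 50 mM pH 7.2 with KCl, MgCl2, BSA, Tween-20; titration-based qHTS with fitted concentration-effect curves.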
* = called active by the depositor; ? = inconclusive; nt = no result given; + = active, no number; [ ] = remark or other dose. Unless noted, calls come from the whole dose curve; as a rule, active = well fitted curve in the direction sought with a large enough effect; inconclusive = small, poorly fitted or top-dose-only effect, or another doubt; inactive = no such curve, though single readings can be large; an effect the other way counts as inactive or inconclusive.

smiles	Shiga toxin inh	Pf growth 96h	Pf growth 48h	CHX counter	AmpC inh no detg	LmPK inh	TbPYK inhibitor
N#Cc1c(-c2ccccc2)c(-c2ccccc2)n(Cc2ccco2)c1NC(=O)c1cccs1	-13	2%	?	-4	-36%	8%	-3%
CC(CCc1ccco1)NC(=O)c1cc2c(-c3ccccc3F)nn(C)c2s1 (stereo not drawn)	9	?	nt	-2	64%[activator]	13%	7%
CC(=O)N1CCN(S(=O)(=O)c2cccc(C(=O)NCCC3=CCCCC3)c2)CC1	nt	8.3µM*	12%	nt	107%[activator]	nt	-5%
O=C(Nc1cccc(Cl)c1)OCCOc1ccccc1	75*	?	-14%	56*	-20%	1%	-6%
CC1=C(C#N)CCC(=O)N1Cc1c(F)cccc1Cl	17	17%	-28%	-3	-13%	11%	5%
CCOC(=O)N1CCN(S(=O)(=O)c2ccc([N+](=O)[O-])cc2)CC1	-7	?	?	-11	-1%	-2%	-21%
CN(C)/C=C1\SC(=S)N(c2ccc(F)cc2)C1=O	32	81%[activator]	?	33*	13%	-3%	-2%
O=C1C2C3C=CC([C@@H]2C(=O)N1Cc1cccnc1)C31CC1 (stereo partly drawn)	-11	6%	35%[activator]	1	-23%	-6%	2%
COc1ccc(O)c(C(=O)c2cnc3onc(C)c3c2)c1	17	9.3µM*	?	21*	-30%	5%	-4%
Cc1nnc(SC(C(=O)Nc2ccc(Cl)c([N+](=O)[O-])c2)c2ccccc2)[nH]c1=O (stereo not drawn)	10	14%	4%	5	-40%	7%	1%
CCC1(C)Cc2c(sc3nc(SC)[nH]c(=S)c23)CO1 (stereo not drawn)	-5	20%	nt	-2	-36%	1%	-5%
Cc1ccccc1OCC(=O)Nc1ccc2c(c1)COC2=O	16	39%[activator]	14%	7	-24%	-1%	0%
O=C(COc1ccc(Cl)cc1)Nc1ccc(Cc2ccncc2)cc1	-4	?	?	-2	-3%	3%	-9%
Cc1cc(C)c(C2C3=C(Nc4c2c(C)nn4-c2ccccn2)c2ccccc2C3=O)c(C)c1 (stereo not drawn)	20	6.6µM*	9.3µM*	-1	-41%	-2%	2%
CC(C)n1cc(C(=O)N(CC(=O)NC2CCCC2)Cc2ccccc2)cn1	-9	-28%	-10%	-8	2%	3%	2%
CCOC(=O)c1ccc(N2C(=O)CC(N(Cc3ccc4c(c3)OCO4)C(=O)Nc3ccccc3)C2=O)cc1 (stereo not drawn)	20	9.3µM*	nt	13	8%	5%	6%
CC12CCC(C(=O)NCc3ccccc3Cl)(OC1=O)C2(C)C (stereo not drawn)	-1	?	63%[activator]	-2	-5%	-3%	6%
CCN(C(=O)CSc1nnnn1-c1cc(C)ccc1OC)C1CCS(=O)(=O)C1 (stereo not drawn)	-6	68%[activator]	?	-2	5%	2%	-9%
COCCNC(=O)CN1C(=O)/C(=C/c2ccccc2)Oc2ccc(C(C)(C)C)cc21	-13	39%[activator]	?	-2	164%[activator]	0%	0%
Cc1ccc(CNC(=O)CCCc2cn(C)c3ccccc23)cc1	3	?	-4%	-2	-7%	-7%	-3%
O=C(c1ccnc(Cl)c1)N1CCCC(N2CCN(c3ccccc3F)CC2)C1 (stereo not drawn)	-4	80%[activator]	-21%	-2	8%	3%	1%
C=CCn1cc(C(=O)NCCOC)c(=O)c2cc(S(=O)(=O)N3CCCCCC3)ccc21	-3	?	?	-2	130%[activator]	0%	0%
CC1=CCC2C(=O)N(c3ccc(C(=O)Nc4ccccc4Cl)cc3)C(=O)C2C1 (stereo not drawn)	-5	12%	17%	2	-9%	3%	4%
COc1ccc(C2=NO[C@@H]3C(=O)N(c4c(C)cccc4C)C(=O)[C@H]23)cc1OC	-4	-1%	6%	-1	-8%	11%	-18%
C#CCOC(=O)C1C2C=CC(C2)C1C(=O)O (stereo not drawn)	22	10%	-7%	-2	-18%	-2%	6%
CC(C)(C)c1ccc(C(=O)N2CCN(CCNC(=O)C(=O)NCc3ccccc3)CC2)cc1	12	?	?	6	277%[activator]	2%	2%
COc1ccc([C@H]2[C@@H](C#N)[C@H](C#N)N3CCCN23)cc1	-5	-18%	18%	2	-5%	-2%	-9%
Cc1ccc(S(=O)(=O)CCC(=O)OCC(=O)c2ccc(F)cc2)cc1	nt	35%[activator]	2%	nt	-16%	nt	1%
Cc1nc2cc(Cl)c([N+](=O)[O-])cc2s1	1	46%[activator]	36%[activator]	-3	-13%	0%	3%
COc1nccc(-c2ccc(F)cc2)c1C#N	-5	13%	?	13	-12%	-1%	8%
COc1ccc(S(=O)(=O)Cc2ccc(C(=O)NC(C)C)o2)cc1	7	53%[activator]	2%	-3	-5%	-2%	-5%
CCOC(=O)c1c(C)[nH]c(C)c1S(=O)(=O)N(C)Cc1ccco1	-9	2%	10%	-4	-12%	5%	17%
O=C(NNC(=S)NCC1CCCO1)c1cccc(S(=O)(=O)N2CCOCC2)c1 (stereo not drawn)	-14	-6%	-6%	-2	-10%	2%	-1%
CCOC(=O)c1oc2ccccc2c1CN1CCN(C)CC1	-2	13µM*	16%	-5	-9%	-2%	2%
Cc1ccc(NC(=O)c2c(NC(=O)Cc3ccccc3)sc3c2CCCC3)cc1	-5	nt	nt	-5	nt	nt	-2%
N/C(Cn1cncn1)=N\OC(=O)c1ccc(Cl)cc1Cl	58	43%[activator]	61%[activator]	9	4%	12%	1%
CC(=O)Nc1cccc(C(=O)OCC(=O)Nc2c(C)nn(-c3ccccc3)c2C)c1	nt	16%	0%	nt	2%	nt	-3%
O=C(Nc1ccc(Cl)cc1)c1cncs1	8	-6%	37%[activator]	-2	-13%	0%	-15%
Cc1nn(-c2ccccc2)nc1CNC(=O)CC(C)(C)C	-4	25%	2%	10	-3%	4%	0%
Cc1ccc(C(=O)NCCCNCCCNC(=O)c2ccc(C)nc2)cn1	7	-2%	-1%	-6	-4%	1%	2%
COc1ccc(OC)c(-c2[nH]nc3c2C(c2ccco2)C(C#N)=C(N)O3)c1 (stereo not drawn)	-4	nt	7%	-4	-21%	-6%	-6%
Cc1nc2cc(NC(=O)Nc3cccc(F)c3)ccc2n1C	28*	-38%	-45%	23*	-10%	-12%	-5%
CN(CC(=O)Nc1ccccc1Br)C(=O)c1ccc(-c2ccc(Cl)cc2)o1	-13	?	?	6	60%	-7%	3%
C=CCn1c(=O)c(C(=O)NC(C)c2ccccc2)c(O)c2ccccc21 (stereo not drawn)	-11	?	-11%	-2	-13%	0%	2%
O=C(CN1C(=O)/C(=C/c2ccccc2F)Sc2ccccc21)N1CCN(c2ccccn2)CC1	-19	?	-1%	-3	3%	3%[11.5 µM]	-19%
Cc1cc(NC(=O)COc2ccccc2C)ccc1NC(=O)c1ccco1	-6	-1%	?	-5	-12%	-8%	1%
CSc1nnc(CCCCCNC(=O)OC(C)(C)C)o1	16	-5%	10%	8	-5%	1%	1%
COc1ccc(NC(=O)c2cc3ccccc3[nH]2)cc1	64*	114%[activator]	131%[activator]	40*	-3%	-5%	-5%
COC(=O)c1c(C)[nH]c(C=Nc2ccc(OC)cc2)c1C	-4	104%[activator]	5%	-3	-19%	5%	-4%
Cn1c(=O)c2c(O)c(Cc3ccccc3)c(=O)[nH]c2n(C)c1=O	13	5%	4%	-2	-36%	2%	-1%
COCCNC(=O)Cn1nc(-c2ccccc2F)ccc1=O	-7	3.7µM*	16%	-4	-8%	-4%	-10%
CC(C)CN(C(=O)COC(=O)CSc1ccccc1F)c1c(N)n(Cc2ccccc2)c(=O)[nH]c1=O	nt	14%	?	nt	?	nt	0%
Cn1cnnc1SCC(=O)Nc1ccc(Cl)c(S(=O)(=O)N2CCOCC2)c1	-10	?	-24%	-2	-24%	-3%	3%
COC(=O)Nc1ccc(S(=O)(=O)Nc2ccc(C)cc2)cc1	-7	8%	nt	-4	-26%	-8%	nt
Cc1[nH]c2ccccc2c1C(=O)C(=O)N1CC(C)OC(C)C1 (stereo not drawn)	-3	?	?	-1	-9%	-2%	10%
Cc1ccc(N2CCCn3c2nc2c3c(=O)n(CC(=O)OCc3ccccc3)c(=O)n2C)cc1C	-6	5.2µM*	12µM*	-1	-14%	0%	nt
O=C1c2ccccc2NC(c2ccccc2)N1Cc1ccco1 (stereo not drawn)	19	-6%	-14%	-3	-23%	5%	-5%
CC(=O)c1cccc(OCC(=O)c2cc(C)n(-c3cc(C)on3)c2C)c1	17	30%[activator]	?	5	13%	-6%	0%
O=C(CSc1ccc2nnc(-c3ccccc3)n2n1)NCC1CCCO1 (stereo not drawn)	5	-27%	7%	-1	-9%	5%	-1%
COc1ccccc1-n1c(=O)c(C#N)c(-c2ccc([N+](=O)[O-])cc2)c2cc(C(=O)c3ccccc3O)cnc21	3	1.9µM*	2.6µM*	2	14%	4%	-5%

Random excerpt: 2 records from the list
smiles	Shiga toxin inh	Pf growth 96h	Pf growth 48h	CHX counter	AmpC inh no detg	LmPK inh	TbPYK inhibitor
COC(=O)Nc1ccc(S(=O)(=O)Nc2ccc(C)cc2)cc1	-7	8%	nt	-4	-26%	-8%	nt
CC(C)CN(C(=O)COC(=O)CSc1ccccc1F)c1c(N)n(Cc2ccccc2)c(=O)[nH]c1=O	nt	14%	?	nt	?	nt	0%

Continuation.
smiles	Shiga toxin inh	Pf growth 96h	Pf growth 48h	CHX counter	AmpC inh no detg	LmPK inh	TbPYK inhibitor
O=C(O)c1cc(Br)ccc1NS(=O)(=O)c1cccc2nsnc12	10	?	2%	1	-24%	2%	0%
Cc1c(C(=O)NCc2ccco2)oc2c(Cl)cccc12	nt	-16%	1%	nt	-49%	nt	-4%
COc1ccc(NC(=S)N2CCC(NC(=O)c3ccccc3C)CC2)cc1	-5	0%	11%	-8	-8%	-4%	0%
c1csc(COc2ccccc2CNC2CCCCC2)c1	-16	-29%	?	-3	0%	-2%	11%
CCOC(=O)c1[nH]c2ccc(Br)cc2c1NC(=O)CCN1CCC(C)CC1	-11	?	nt	7	6%	2%	-1%
Oc1cccc(C(Nc2nccs2)c2ccc3cccnc3c2O)c1 (stereo not drawn)	-5	?	3.3µM*	1	-42%	-9%	-5%
O=C(NCCc1ccc(Cl)cc1)c1cnc2n(c1=O)CCS2	+	4%	17%	41*	-10%	0%	1%
Cc1nn2c(-n3ccnc3)c3c(nc2c1-c1ccccc1)CCC3	-11	-3%	7%	-3	-1%	0%	5%
CCOC(=O)C1=CCC2c3c(c4ccccc4n3C)C(=O)C1N2C(=O)OC(C)(C)C (stereo not drawn)	nt	?	8.3µM*	nt	136%[activator]	nt	-2%
CC(C)(C)N(Cc1ccccc1)C(=O)COc1cccnc1[N+](=O)[O-]	-3	-51%	nt	2	11%	-3%	5%

Compound activity deposited in PubChem BioAssay by National Center for Advancing Translational Sciences (NCATS).
